D3 ag – qHTS of D3 Dopamine Receptor Agonist: qHTS; D(3) dopamine receptor (Homo sapiens), P35462; max activation, %; AID 652048, 2013; 0.58% of 410,000 active; D3R DiscoveRx beta-arrestin cells, luminescence, 90 min; in the data active = max activation above about 30%; note: 0% is about no effect; mostly tested at two doses, the higher about 12 µM
Target sequence (P35462 whole entry, looked up): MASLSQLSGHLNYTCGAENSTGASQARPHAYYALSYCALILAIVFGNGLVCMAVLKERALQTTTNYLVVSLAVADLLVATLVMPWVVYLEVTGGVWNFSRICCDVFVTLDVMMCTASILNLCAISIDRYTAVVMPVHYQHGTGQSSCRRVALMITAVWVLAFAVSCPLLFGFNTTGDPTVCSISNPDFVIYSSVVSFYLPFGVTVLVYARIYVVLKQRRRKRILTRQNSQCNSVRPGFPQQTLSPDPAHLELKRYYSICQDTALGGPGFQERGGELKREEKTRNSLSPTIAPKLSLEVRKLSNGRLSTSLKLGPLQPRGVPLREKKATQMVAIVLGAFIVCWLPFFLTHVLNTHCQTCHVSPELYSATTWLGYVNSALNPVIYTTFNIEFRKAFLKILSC
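Agonist mode: compounds and dopamine controls were applied to plated cells for 90 min at 37 degrees C after an overnight attachment at 1500 cells/well. Luminescent read-out followed 30 - 60 minutes at room temperature with DiscoveRx detection reagent.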
EPAC2 agonist – qHTS for Agonist of cAMP-regulated guanine nucleotide exchange factor 4 (EPAC2): primary screen | AID 720711, 2013 | Potency, µM (titrated, usually from 154 µM), for the others: top-dose activation, hits mostly activators | Rap guanine nucleotide exchange factor 4 (Homo sapiens), Q8WZA2 | EPAC2 activation, biochemical qHTS; response scale: 100% = 6.5 mM cAMP response | 0.079% of 360,000 active; note: potency is the fitted concentration of half-maximal effect; nearly all actives have a fitted effect of over 50% in size
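Setup: EPAC2 100 nM, labeled Rap1B complex 250 nM, free GDP 50 uM. Compound titrations pinned in, brief spin, 5 min room temperature incubation. Kinetic fluorescence read over 30 min, normalized to 6.5 mM cAMP.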
FUS suppressor – qHTS for Suppressors of FUS Proteinopathy: Primary screen using FUS-linked yeast assay; 0.24% of 390,000 active; Potency, µM (doses to about 76.6 µM), for the others: top-dose growth rescue (activation), most hits filed as activators; S. cerevisiae FUS-expressing, growth rescue, OD600, 24 h; AID 1347120, 2019;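 note: potency is the fitted concentration of half-maximal effect; plate controls were DMSO vehicle for no effect and reference control for full effect; nearly all actives have a fitted effect of over 55% in size; some results filed as inactive show a strong effect at the top dose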
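FUS-expressing yeast, raffinose-pregrown, induced in 2% galactose minimal medium at OD 0.005; compounds in a dilution series, 24hr at 30C. Growth restoration read as absorbance at 600 nm. CP55940 positive control, DMSO negative.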
Abeta rescue – qHTS for compounds that reverse cellular toxicity of Amyloid beta (A-beta) peptide in yeast: Primary Screen | 0.063% of 410,000 active | yeast expressing A-beta42, growth rescue, OD600, 48 h; response scale: 0% DMSO, 100% iron-clioquinol control | Potency, µM (titrated, usually from 46.1 µM), without a hit: top-dose growth rescue, most hits filed as activators; note: potency is the fitted concentration of half-maximal effect; nearly all actives have a fitted effect of over 55% in size
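Growth rescue measured by 600 nm absorbance after 48 h yeast culture at 30 C with compound. Values normalized between DMSO and an equimolar ferric chloride plus clioquinol control.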
aSyn rescue – qHTS of alpha-syn Inhibitors; Yeast expressing alpha-synuclein, growth rescue, BacTiter-Glo, 24 h; Potency, µM (highest dose often 46.1 µM), for inactives: at the top dose growth rescue (activation), actives largely listed as activators; 0.14% of 370,000 active; AID 652106, 2013; note: potency is the fitted concentration of half-maximal effect; % of control where 0% means no effect; nearly all actives have a fitted effect of over 65% in size
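Galactose-induced alpha-syn yeast (OD600=0.02, raffinose-pregrown) + pinned cpd, 24 hr, 30 deg C; growth by BacTiter-Glo luminescence. Growth restoration scores as activation.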
TDP43 rescue – qHTS of TDP-43 Inhibitors; TDP-43 expressing yeast growth rescue, BacTiter-Glo, 24 h; Potency, µM (highest dose often 46.1 µM), for inactives: at the highest dose growth rescue (activation), actives largely listed as activators; 1.8% of 410,000 active; AID 652104, 2013; note: potency is the fitted concentration of half-maximal effect; % of control where 0% means no effect; nearly all actives have a fitted effect of over 50% in size
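Galactose-induced TDP-43 yeast, OD600=0.02, compound pinned; 24 hr, 30 deg C; BacTiter-Glo luminescence for growth. Inhibitors of TDP-43 toxicity read as activators.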
EPAC2 antagonist – qHTS for Antagonist of cAMP-regulated guanine nucleotide exchange factor 2 (EPAC2): primary screen; AID 720708, 2013; 0.18% of 360,000 active; Rap guanine nucleotide exchange factor 4 (Homo sapiens), Q8WZA2; Potency, µM (doses to about 114 µM), inactives show at the top dose activity, negative = inhibition, hits mostly inhibitors; EPAC2 GEF exchange of Rap1B-BODIPY-GDP, fluorescence; note: potency is the fitted concentration of half-maximal effect; % is set by controls: 0 for no effect and ±100 for the full control effect; nearly all actives have a fitted effect of over 45% in size; many of its hits are not listed in these tables
DRD3 antagonist – qHTS of D3 Dopamine Receptor Antagonist: qHTS; D(3) dopamine receptor (Homo sapiens), P35462; D3R cells, DiscoveRx beta-arrestin luminescence, antagonist mode; active compounds read low; max response, negative = inhibition, %; 2.5% of 360,000 active; AID 652054, 2013; in the data active = max response below about -50%; inconclusive = no clear call, values can overlap the other calls; note: % is set by controls: 0 for no effect and ±100 for the full control effect; mostly tested at two doses, the higher about 12 µM
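Cells plated overnight at 1500 cells/well, then exposed to library compounds with dopamine controls for 90 minutes at 37 degrees C. DiscoveRx reagent added for 30–60 minutes at room temperature; luminescence read, quantitative HTS format.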
* marks the source's active call; other numbers are inactive results; [ ] = remark or other dose. Unless noted, calls come from the whole dose curve; as a rule, active = well fitted curve in the direction sought with a large enough effect; inconclusive = small, poorly fitted or top-dose-only effect, or another doubt; inactive = no such curve, though single readings can be large; an effect the other way counts as inactive or inconclusive. An excerpt. The share of hits here may be higher or lower than overall.

COCCNC(=O)C(c1ccc(C)o1)N(Cc1ccco1)C(=O)c1snc(C(N)=O)c1N (stereo unspecified) was read as D3 ag 0.1, EPAC2 agonist 0.5%, FUS suppressor 5.6%, Abeta rescue 6.4%, aSyn rescue -5.4%, TDP43 rescue -4.9%, EPAC2 antagonist -1.6% and DRD3 antagonist -12.7.
CCOc1ccc(C(=O)Nc2cccc(-c3cc4ccccc4oc3=O)c2)cc1[N+](=O)[O-] was read as D3 ag -11.7, EPAC2 agonist -0.6%, FUS suppressor 32.1%, Abeta rescue 3.4%, aSyn rescue 5.0%, TDP43 rescue 23.6%, EPAC2 antagonist -4.7% and DRD3 antagonist -20.7.
For Cc1nnc(Sc2nc3c(c(=O)n(C)c(=O)n3C)n2Cc2ccccc2Cl)s1 the results were D3 ag -7.0, EPAC2 agonist 11.1%, FUS suppressor 13.6%, Abeta rescue -0.6%, aSyn rescue 3.1%, TDP43 rescue -7.9%, EPAC2 antagonist -2.3% and DRD3 antagonist 20.6.
For O=C(CSCc1cccc(Br)c1)N/N=C/c1ccc2c(c1)OCO2 the results were D3 ag 1.1, EPAC2 agonist 10.8%, FUS suppressor 15.4%, Abeta rescue inconclusive, aSyn rescue 1.5%, TDP43 rescue inconclusive, EPAC2 antagonist -24.7% and DRD3 antagonist -21.5.
`COc1ccc(OC)c(S(=O)(=O)N2CCC(C(=O)N3CCc4ccccc4C3)CC2)c1` gave D3 ag 3.7, EPAC2 agonist -4.5%, FUS suppressor 18.7%, Abeta rescue 21.1%, aSyn rescue 4.8%, TDP43 rescue 11.5%, EPAC2 antagonist 2.8%[57.1 µM] and DRD3 antagonist 0.0.
For Cc1ccc(-n2cccc2C(=S)N=P(N(C)C)(N(C)C)N(C)C)cc1 the results were D3 ag -10.4, EPAC2 agonist 3.0%, Abeta rescue -5.4%, aSyn rescue -4.1%, TDP43 rescue inconclusive, EPAC2 antagonist 2.4% and DRD3 antagonist -22.9.
Cc1ccc(-n2c(SCC(=O)NCCC3=CCCCC3)nc3n[nH]c(C)c3c2=N)cc1Cl was read as D3 ag -7.4, EPAC2 agonist 0.3%, FUS suppressor 10.7%, Abeta rescue -2.8%, aSyn rescue inconclusive, TDP43 rescue -5.4%, EPAC2 antagonist -1.2% and DRD3 antagonist inconclusive.
`CCN(c1ccccc1)S(=O)(=O)c1ccc(Cl)c(NC(=O)COC(=O)c2ccc[n+]([O-])c2)c1` gave D3 ag 2.4, EPAC2 agonist 9.8%, FUS suppressor -0.9%, Abeta rescue -2.2%, aSyn rescue -0.1%, TDP43 rescue 18.4%, EPAC2 antagonist -2.5% and DRD3 antagonist 15.5.
For O=C(Nc1ccccc1)C1=C[C@H](c2ccc(C(F)(F)F)cc2)C[C@H](OCCCCO)O1 the results were D3 ag 0.0, EPAC2 agonist -1.3%, FUS suppressor 33.7%, Abeta rescue 0.0%, aSyn rescue 7.6%, TDP43 rescue -6.0%, EPAC2 antagonist -14.2% and DRD3 antagonist -4.6.
`O=C(Nc1ccccc1C(=O)N1CCCC1)c1cccc(S(=O)(=O)N2CCCCC2)c1` gave D3 ag -8.4, EPAC2 agonist 7.8%, FUS suppressor 1.3%, Abeta rescue -4.3%, aSyn rescue -0.5%, TDP43 rescue -3.1%, EPAC2 antagonist -0.5% and DRD3 antagonist -1.3.
COc1ccc(-c2nnc(SCC(=O)NC3CCCC3)n2C)cc1 was read as D3 ag 28.0, EPAC2 agonist 3.6%, FUS suppressor 0.9%, Abeta rescue -8.6%, aSyn rescue 1.4%, TDP43 rescue 9.1%, EPAC2 antagonist 6.6% and DRD3 antagonist 0.2.
`O=C(OCC(=O)N1CCCC1=O)C1COc2ccccc2O1` (stereo unspecified) gave D3 ag 2.0, EPAC2 agonist -6.2%, FUS suppressor -22.8%, Abeta rescue 3.8%, aSyn rescue 0.7%, TDP43 rescue 6.7%, EPAC2 antagonist -6.4% and DRD3 antagonist 18.5.
For CCOC(=O)c1ccccc1NC(=O)CSc1nnnn1C1CCCCC1 the results were D3 ag -29.7, EPAC2 agonist 19.1%, FUS suppressor 28.2%, Abeta rescue -25.5%, aSyn rescue -2.3%, TDP43 rescue 25.4%, EPAC2 antagonist -7.5% and DRD3 antagonist -77.1*.
For CCCN1CCN(c2ccc([N+](=O)[O-])cc2C#N)CC1 the results were D3 ag -10.3, EPAC2 agonist -2.1%, FUS suppressor -20.5%, Abeta rescue -4.3%, aSyn rescue 0.4%, TDP43 rescue -4.5%, EPAC2 antagonist -3.7% and DRD3 antagonist 3.6.
For Cc1ccc(N2C(=O)C3CCCN3C2=S)cc1C (stereo unspecified) the results were D3 ag 11.7, EPAC2 agonist 1.4%, FUS suppressor 14.9%, Abeta rescue 3.9%, aSyn rescue -1.0%, TDP43 rescue -0.6%, EPAC2 antagonist 1.4% and DRD3 antagonist 11.6.
Screening CCOC(=O)c1ccc(NC(=O)NCCc2cnc[nH]2)cc1 returned D3 ag -13.2, EPAC2 agonist 2.7%, FUS suppressor 1.8%, Abeta rescue -5.5%, aSyn rescue 1.4%, TDP43 rescue -11.2%, EPAC2 antagonist 5.3% and DRD3 antagonist -17.5.
CCN(CC)CCNC(=O)c1ccc(CS(=O)(=O)c2ccc(Br)cc2)o1 was read as D3 ag -12.3, EPAC2 agonist 4.4%, FUS suppressor -11.4%, Abeta rescue -6.5%, aSyn rescue -3.6%, TDP43 rescue -7.0%, EPAC2 antagonist 1.1% and DRD3 antagonist inconclusive.
For Cc1sc2nc(CC(=O)NN)[nH]c(=O)c2c1C the results were D3 ag -4.8, EPAC2 agonist 9.8%, FUS suppressor 21.5%, Abeta rescue -9.4%, aSyn rescue -2.9%, TDP43 rescue 13.7%, EPAC2 antagonist 0.3% and DRD3 antagonist 6.1.
For COC(=O)Cc1ccc(NC(=S)NC(C)(C)C)cc1 the results were D3 ag -3.0, EPAC2 agonist -2.1%, FUS suppressor 2.6%, Abeta rescue -1.5%, aSyn rescue 7.2%, TDP43 rescue -17.9%, EPAC2 antagonist 11.7% and DRD3 antagonist 7.8.
For COc1ccc(NC(=O)C2(C)CCN2Cc2cccc(OC)c2F)cc1OC (stereo unspecified) the results were D3 ag 6.5, EPAC2 agonist 11.5%, FUS suppressor -16.6%, Abeta rescue -1.5%, aSyn rescue 1.2%, TDP43 rescue 18.3%, EPAC2 antagonist -1.6% and DRD3 antagonist 43.3.
`CCc1ccc(N2CCn3c2nc2c3c(=O)n(C/C=C/c3ccccc3)c(=O)n2C)cc1` gave D3 ag 8.3, FUS suppressor -15.7%, Abeta rescue -9.5% and TDP43 rescue 14.7%.
Screening CCSc1nnc(-c2ccc(C)cc2)c2ccccc12 returned D3 ag -5.1, EPAC2 agonist 2.2%, FUS suppressor -2.9%, Abeta rescue -12.9%, aSyn rescue 4.3%, TDP43 rescue 24.1%, EPAC2 antagonist -14.7% and DRD3 antagonist -4.7.
O=C(CC1SC(N2CCCCC2)=NC1=O)Nc1cccc(C(F)(F)F)c1 (stereo unspecified) was read as D3 ag -26.9, EPAC2 agonist -9.0%, FUS suppressor 9.1%, Abeta rescue 4.0%, aSyn rescue 0.9%, TDP43 rescue 9.1%, EPAC2 antagonist -2.3% and DRD3 antagonist 1.0.
Cc1ccc(OCCC(=O)OCC(=O)NC(=O)NCc2ccccc2)cc1 was read as D3 ag 1.6, EPAC2 agonist -8.3%, FUS suppressor -19.8%, Abeta rescue 3.1%, aSyn rescue 3.5%, TDP43 rescue 17.4%, EPAC2 antagonist -0.2% and DRD3 antagonist -11.3.
Cn1c(CNC(=O)OC(C)(C)C)n[nH]c1=S was read as D3 ag 9.4, EPAC2 agonist -2.5%, FUS suppressor -10.7%, Abeta rescue 10.3%, aSyn rescue 1.9%, TDP43 rescue 1.4%, EPAC2 antagonist -3.3% and DRD3 antagonist 9.3.
For Cc1cc(NC(=O)C(C)SCC(=O)O)no1 (stereo unspecified) the results were D3 ag 3.4, EPAC2 agonist 9.1%, FUS suppressor -10.0%, Abeta rescue 20.1%, aSyn rescue 2.3%, TDP43 rescue 7.1%, EPAC2 antagonist -3.5% and DRD3 antagonist -5.5.
Screening O=C(c1ccc2oc(CCc3ccccc3)nc2c1)N1CC[C@H](O)C1 returned D3 ag 9.6, EPAC2 agonist 6.7%, FUS suppressor -14.3%, aSyn rescue 0.3%, TDP43 rescue 9.0%, EPAC2 antagonist 4.0% and DRD3 antagonist 2.1.
For CCC(=O)Oc1ccc2oc(=O)cc(C)c2c1 the results were D3 ag 3.9, EPAC2 agonist 0.1%, Abeta rescue 9.4%, aSyn rescue 19.1%, TDP43 rescue 22.2%, EPAC2 antagonist 14.1% and DRD3 antagonist -4.1.
CCOc1ccc(CCN2C(=S)N([C@@H](CC(C)C)CN3CCCC3CN3C(=S)NC[C@@H]3CC(C)C)C[C@@H]2Cc2ccccc2)cc1 (stereo partly specified) was read as D3 ag -9.4, EPAC2 agonist 5.7%, FUS suppressor 43.4%, Abeta rescue 12.1%, aSyn rescue -6.6%, TDP43 rescue 0.0%, EPAC2 antagonist -7.8% and DRD3 antagonist -16.8.
`CCNC(=O)c1ccc(-n2nc(C(F)(F)F)c3c2CCCC3)cc1` gave D3 ag 7.7, EPAC2 agonist 2.8%, FUS suppressor -11.4%, Abeta rescue 7.4%, aSyn rescue 0.7%, TDP43 rescue -6.4%, EPAC2 antagonist -0.8% and DRD3 antagonist 5.2.
